Screening results: PubChem BioAssay, The Scripps Research Institute Molecular Screening Center
CHO-K1 Ca antag: nonselective inhibitor or artifact in parental CHO-K1 cells; hit rate 0.6% among 360,000; AID 602250; inhibition, % at 3 µM; ATP-induced calcium, Fluo-8 fluorescence;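 active = inhibition above a per-plate cutoff, the plate's mean sample inhibition plus 3 SD, cut at about 24% in these data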;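 note: 0% = DMSO plus EC80 ATP and 100% = DMSO alone without ATP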
TAAR1 antagonist: human TAAR1 antagonism; CHO RD-HGA16 TAAR1, Fluo-8 calcium fluorescence, antagonist; inhibition, % at 3 µM; hit rate 1.5% among 360,000; AID 624466;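 active = inhibition above a per-plate cutoff, the mean inhibition of test compounds on that plate plus 3 SD, cut at about 49% in these data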;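 note: 0% = DMSO plus EC80 beta-PEA response and 100% = DMSO alone without agonist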
Target sequence (Q96RJ0 whole entry, looked up): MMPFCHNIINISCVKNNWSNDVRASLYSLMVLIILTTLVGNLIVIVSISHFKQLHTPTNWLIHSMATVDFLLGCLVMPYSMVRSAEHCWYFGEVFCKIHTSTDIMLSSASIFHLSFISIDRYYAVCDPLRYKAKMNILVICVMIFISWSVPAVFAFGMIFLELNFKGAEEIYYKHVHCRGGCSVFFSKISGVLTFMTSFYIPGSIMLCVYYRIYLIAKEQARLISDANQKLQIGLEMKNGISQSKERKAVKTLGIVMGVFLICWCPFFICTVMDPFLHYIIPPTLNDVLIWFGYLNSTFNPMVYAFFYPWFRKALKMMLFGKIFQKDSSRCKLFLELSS
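System: RD-HGA16 CHO cells with stable hTAAR1 and Gα16 | Probe or stimulus: EC80 β-phenethylamine stimulus | Dosing: 3 µM, single point | Times: Dye loading 75 min at 37 °C, then 30 min room temperature | Measured by: Fluo-8 calcium-sensitive fluorescence | Read-out basis: % inhibition of agonist calcium response | Replicates: n of 1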
M1 ag parental: counter-screen for M1 agonists: effect in parental CHO-K1 cells | Fluo-8 calcium fluorescence; scaled to maximal ATP response, vehicle zero | activation, % at 3 µM | hit rate 0.48% among 360,000 | AID 602248; in the data active = activation above about 15%;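 note: untransfected CHO-K1 host cells lacking M1 receptor as counterscreen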
TAAR1 agonist: human TAAR1 agonism; Q96RJ0; CHO RD-HGA16 TAAR1, Fluo-8 calcium fluorescence; vehicle wells 0%, saturating PEA agonist 100%; activation, % at 3 µM; hit rate 0.99% among 360,000; AID 624467;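 active = activation above the mean activation of all test compounds in the run plus 3 SD, cut at about 38% in these data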
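System: CHO-derived RD-HGA16 cells with stable Gα16 and human TAAR1 / Times: 17-24 h plating, Fluo-8 75 min 37 °C, 30 min RT / Technique: calcium-sensitive Fluo-8 signal, excitation 470-495, emission 515-575 nm / Measure: % activation relative to PEA EC100 response / Benchmarks: DMSO and PEA EC100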
V1R ag counter: V1a receptor agonism, counter-screen for OXTR agonists; P37288; CHO-V1R cells, Fluo-8 calcium fluorescence, agonist mode; 0% DMSO, 100% 3 nM vasopressin; activation, % at 3 µM; hit rate 0.25% among 320,000; AID 2797;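 active = activation above the mean activation of all tested compounds plus 3 SD, per screening run, cut at about 20% in these data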;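 note: signal is peak over basal fluorescence ratio across a 100 second FLIPR read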
Target sequence (P37288 whole entry, looked up): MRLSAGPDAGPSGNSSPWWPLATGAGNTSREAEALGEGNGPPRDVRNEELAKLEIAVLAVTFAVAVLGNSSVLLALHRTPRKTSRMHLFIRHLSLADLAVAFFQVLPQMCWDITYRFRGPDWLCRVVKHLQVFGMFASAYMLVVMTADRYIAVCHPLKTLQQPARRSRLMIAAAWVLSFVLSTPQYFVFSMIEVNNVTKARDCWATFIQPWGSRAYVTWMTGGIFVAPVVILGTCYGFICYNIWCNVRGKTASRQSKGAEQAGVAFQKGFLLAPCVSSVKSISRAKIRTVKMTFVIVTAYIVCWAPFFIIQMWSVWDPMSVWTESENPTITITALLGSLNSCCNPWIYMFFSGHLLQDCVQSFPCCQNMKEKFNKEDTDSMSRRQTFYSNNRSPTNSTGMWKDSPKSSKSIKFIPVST
CHRM1 agonist: activates human CHRM1 receptor; CHO-K1 hM1, Fluo-8 calcium fluorescence, agonist mode; 0% DMSO, 100% acetylcholine EC100; activation, % at 3 µM; hit rate 0.33% among 360,000;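 active = activation above the run's mean compound activation plus 3 SD, cut at about 16% in these data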;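 note: peak over basal fluorescence ratio within a 140 s kinetic read after compound addition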
OXTR potentiate: potentiators of human oxytocin receptor. P30559. CHO-OTR cells, Fluo-8 calcium fluorescence, potentiator mode; 0% = oxytocin EC15, 100% = EC100. activation, % at 3 µM. hit rate 0.061% among 320,000. AID 2445;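 active = activation above that plate's cutoff, the mean activation of tested compounds plus 3 SD, cut at about 6.6% in these data, passing the limit was not always enough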;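 note: 100% uses oxytocin at 75 nM as the full agonist control; some results filed as inactive read as strong as hits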
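System: human OTR in CHO cells; Also added: sub-maximal oxytocin, roughly EC15; Timing: compound 6 min at room temperature before oxytocin, 100 s read; Technique: Fluo-8 intracellular calcium fluorescence, ex 470-495, em 515-575 nm; Controls: oxytocin EC15 low and EC100 high; Replication: singlicate.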
CHO parental Ca: counter-screen: ATP calcium response change in parental CHO cells. inhibition, % at 5.6 µM. parental CHO-K1, ATP-induced calcium, Fluo-8 fluorescence. hit rate 0.63% among 330,000;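 active = inhibition above that plate's mean sample inhibition plus 3 SD, cut at about 26% in these data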;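 note: 0% = ATP-challenged DMSO wells and 100% = DMSO wells without ATP; some compounds past the cut are filed as inactive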
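material = parental CHO cells | also added = ATP as calcium-mobilizing challenge | dosing = single point at 5.6 µM | detection = intracellular calcium via Fluo-8 no-wash fluorescent dye | read-out = % inhibition | benchmarks = low control ATP plus DMSO, high control DMSO only | repeats = one well per compound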
M1 PAM parental: M1 PAM counterscreen hit in parental CHO-K1 cells | hit rate 0.02% among 360,000 | ATP EC20, Fluo-8 calcium fluorescence; 0% at ATP EC20, 100% at ATP max | activation, % at 3 µM;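 active = activation above the run cutoff, the mean activation of all test compounds plus 3 SD, cut at about 40% in these data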;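 note: peak over basal fluorescence ratio in a 140 s read after ATP addition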
Numbers without * were called inactive.

O=S(=O)(NCc1cccnc1)c1ccc(Cl)nc1 was read as CHO-K1 Ca antag 20, TAAR1 antagonist 7, M1 ag parental -0.2, TAAR1 agonist 4, V1R ag counter 0.3, CHRM1 agonist -2, OXTR potentiate -19, CHO parental Ca -8 and M1 PAM parental -8.
Screening O=C(CCCO)N/N=C/c1ccccc1[N+](=O)[O-] returned CHO-K1 Ca antag -6, TAAR1 antagonist -18, M1 ag parental -0.2, TAAR1 agonist 2, V1R ag counter 0.5, CHRM1 agonist -4, OXTR potentiate -10, CHO parental Ca -1 and M1 PAM parental 1.
Screening Cc1nnc(SCC(=O)Nc2ccc([N+](=O)[O-])cc2)n1CC1CCCO1 (configuration not stated) returned CHO-K1 Ca antag -16, TAAR1 antagonist -5, M1 ag parental 0.1, TAAR1 agonist -3, V1R ag counter 0.2, CHRM1 agonist -3, OXTR potentiate -3, CHO parental Ca -6 and M1 PAM parental -2.
CCOC(=O)c1ccc2nc(C)c3c(c2c1)OC(C)C3 (configuration not stated) was read as CHO-K1 Ca antag -18, TAAR1 antagonist -9, M1 ag parental 0.2, TAAR1 agonist -3, V1R ag counter -0.5, CHRM1 agonist -6, OXTR potentiate -5, CHO parental Ca -6 and M1 PAM parental 26.
Screening CCN(CC)S(=O)(=O)c1cc(NC(=O)c2n[nH]c(=O)c3ccccc23)ccc1C returned CHO-K1 Ca antag -16, TAAR1 antagonist -2, M1 ag parental 1.3, TAAR1 agonist 3, V1R ag counter 0.5, CHRM1 agonist -3, OXTR potentiate -36, CHO parental Ca -13 and M1 PAM parental 20.
For CC1=C(C(=O)OC(C)C)C(c2cn(-c3ccccc3)nc2-c2cccs2)NC(=O)N1 (configuration not stated) the results were CHO-K1 Ca antag 9, TAAR1 antagonist 14, M1 ag parental -0.4, TAAR1 agonist 9, V1R ag counter 3.3, CHRM1 agonist 0, OXTR potentiate 5, CHO parental Ca -22 and M1 PAM parental -4.
Screening c1ccc(OCc2nc(-c3cccs3)no2)cc1 returned CHO-K1 Ca antag -8, TAAR1 antagonist -6, M1 ag parental -0.1, TAAR1 agonist 8, V1R ag counter -1.4, CHRM1 agonist -4, OXTR potentiate -8, CHO parental Ca -1 and M1 PAM parental 1.
`Cc1cc(Cl)ccc1OC(C)C(=O)OCC(=O)Nc1ccc2[nH]c(=O)[nH]c2c1` (configuration not stated) gave CHO-K1 Ca antag 1, TAAR1 antagonist 3, M1 ag parental 0.1, TAAR1 agonist 6, V1R ag counter -0.6, CHRM1 agonist -3, OXTR potentiate -3, CHO parental Ca -5 and M1 PAM parental -10.
`CCN(CC)S(=O)(=O)c1ccc(C(=O)NCc2nnc(SCC(=O)OC)n2C)cc1` gave CHO-K1 Ca antag -12, TAAR1 antagonist 9, M1 ag parental -0.3, TAAR1 agonist 7, V1R ag counter 0.4, CHRM1 agonist -12, OXTR potentiate -6, CHO parental Ca -15 and M1 PAM parental 6.
For COc1ccc(Cc2c(C(C)(C)C)nc3ccc(Br)cn23)c(C)c1 the results were CHO-K1 Ca antag -18, TAAR1 antagonist -11, M1 ag parental -0.1, TAAR1 agonist -1, CHRM1 agonist -2 and M1 PAM parental 4.
`COC(=O)CSc1c(-c2ccccc2)c2cc(Cl)ccc2[nH]c1=O` gave CHO-K1 Ca antag -13, TAAR1 antagonist -9, M1 ag parental 0.0, TAAR1 agonist 15, V1R ag counter -0.6, CHRM1 agonist -6, OXTR potentiate -2, CHO parental Ca -28 and M1 PAM parental 23.
`CCc1cc2cc(C)cc(C)c2[nH]c1=S` gave CHO-K1 Ca antag -14, TAAR1 antagonist 3, M1 ag parental 0.0, TAAR1 agonist 4, V1R ag counter -1.0, CHRM1 agonist -3, OXTR potentiate -6, CHO parental Ca -1 and M1 PAM parental -3.
CC1(c2nnc(-c3ccccc3)o2)CC(c2cccnc2)=NO1 (configuration not stated) was read as CHO-K1 Ca antag -12, TAAR1 antagonist 2, M1 ag parental 0.2, TAAR1 agonist 9, V1R ag counter -0.3, CHRM1 agonist -3, OXTR potentiate -3, CHO parental Ca -16 and M1 PAM parental 11.
For O=C(OCc1cn([C@H]2CN(Cc3cccs3)[C@@H](c3ccccc3)C[C@@H]2O)nn1)c1ccccc1 the results were CHO-K1 Ca antag -12, TAAR1 antagonist -22, M1 ag parental 1.3, TAAR1 agonist 3, CHRM1 agonist -4 and M1 PAM parental 25.
`CC(=O)Nc1ccc(C(=O)OC2CCOC2=O)cc1` (configuration not stated) gave CHO-K1 Ca antag -17, TAAR1 antagonist -10, M1 ag parental 1.1, TAAR1 agonist 10, V1R ag counter -0.7, CHRM1 agonist -2, OXTR potentiate -10, CHO parental Ca -9 and M1 PAM parental 13.
For NC(=O)c1ccc(NC(=O)CN2CCN(C(=O)c3ccco3)CC2)cc1 the results were CHO-K1 Ca antag -14, TAAR1 antagonist -5, M1 ag parental 0.7, TAAR1 agonist 0, V1R ag counter 0.9, CHRM1 agonist -1, OXTR potentiate -2, CHO parental Ca -1 and M1 PAM parental 20.
`CC(=O)Nc1ccc(OC/C=C(\C)Cl)cc1` gave CHO-K1 Ca antag -13, TAAR1 antagonist 19, M1 ag parental 0.6, TAAR1 agonist 2, V1R ag counter 0.1, CHRM1 agonist -2, OXTR potentiate 2, CHO parental Ca -6 and M1 PAM parental 7.
`CCn1c(C)nc2cc(C(=O)N/N=C/c3ccccc3)ccc21` gave CHO-K1 Ca antag -3, TAAR1 antagonist 13, M1 ag parental 1.0, TAAR1 agonist 0, V1R ag counter 0.9, CHRM1 agonist -8, OXTR potentiate -19, CHO parental Ca -21 and M1 PAM parental 13.
`Cc1ccnc(Nc2ccc(CCO)cc2)n1` gave CHO-K1 Ca antag 8, TAAR1 antagonist -13, M1 ag parental 0.4, TAAR1 agonist 0, CHRM1 agonist -6 and M1 PAM parental 5.
O=C(c1ccc(-n2cncn2)c([N+](=O)[O-])c1)N1CCN(S(=O)(=O)c2ccc(F)c(F)c2)CC1 was read as CHO-K1 Ca antag -2, TAAR1 antagonist 2, M1 ag parental 0.5, TAAR1 agonist 1, V1R ag counter 1.1, CHRM1 agonist -3, OXTR potentiate 1, CHO parental Ca -19 and M1 PAM parental -16.
`Cc1ccc2nc(-c3ccc(NC(=O)CN(c4ccccc4C)S(C)(=O)=O)cc3)sc2c1` gave CHO-K1 Ca antag -2, TAAR1 antagonist 34, M1 ag parental 0.6, TAAR1 agonist 1, V1R ag counter 0.8, CHRM1 agonist -1, OXTR potentiate -10, CHO parental Ca 27 and M1 PAM parental -1.
`COc1ccc(-c2nsc(SCC(=O)Nc3ccc4c(c3)OCO4)n2)cc1` gave CHO-K1 Ca antag -2, TAAR1 antagonist -5, M1 ag parental 0.5, TAAR1 agonist 3, V1R ag counter 1.3, CHRM1 agonist -4, OXTR potentiate -4, CHO parental Ca -7 and M1 PAM parental 16.
Screening CC1(C)CC(=O)C=C(c2ccc(CO)cc2)C1=O returned CHO-K1 Ca antag -2, TAAR1 antagonist 3, M1 ag parental 0.5, TAAR1 agonist 1, CHRM1 agonist 0 and M1 PAM parental 16.
`O=C(O)c1cc2c(cc1NC(=O)c1c(F)cccc1Cl)OCCCO2` gave CHO-K1 Ca antag -12, TAAR1 antagonist -8, M1 ag parental 0.7, TAAR1 agonist 3, V1R ag counter 0.0, CHRM1 agonist -3, OXTR potentiate -2, CHO parental Ca 2 and M1 PAM parental 0.

Sorted by number of heavy atoms (lowest first): part of the list above.
`Cc1ccnc(Nc2ccc(CCO)cc2)n1` gave CHO-K1 Ca antag 8, TAAR1 antagonist -13, M1 ag parental 0.4, TAAR1 agonist 0, CHRM1 agonist -6 and M1 PAM parental 5.
`CCn1c(C)nc2cc(C(=O)N/N=C/c3ccccc3)ccc21` gave CHO-K1 Ca antag -3, TAAR1 antagonist 13, M1 ag parental 1.0, TAAR1 agonist 0, V1R ag counter 0.9, CHRM1 agonist -8, OXTR potentiate -19, CHO parental Ca -21 and M1 PAM parental 13.
For O=C(OCc1cn([C@H]2CN(Cc3cccs3)[C@@H](c3ccccc3)C[C@@H]2O)nn1)c1ccccc1 the results were CHO-K1 Ca antag -12, TAAR1 antagonist -22, M1 ag parental 1.3, TAAR1 agonist 3, CHRM1 agonist -4 and M1 PAM parental 25.

Remaining list, next part
For Cc1nc(NCCN2CCOCC2)c2nnn(Cc3c(F)cccc3Cl)c2n1 the results were CHO-K1 Ca antag -1, TAAR1 antagonist -10, M1 ag parental 0.7, TAAR1 agonist 3, V1R ag counter 1.1, CHRM1 agonist -5, OXTR potentiate -1, CHO parental Ca -21 and M1 PAM parental 22.
`CCOC(=O)C1=C(C)n2c(s/c(=C3\C(=O)Nc4ccccc43)c2=O)=NC1c1ccc(OC)cc1` (configuration not stated) gave CHO-K1 Ca antag 0, TAAR1 antagonist 3, M1 ag parental -0.1, TAAR1 agonist 2, V1R ag counter 0.5, CHRM1 agonist -6, OXTR potentiate 3, CHO parental Ca -1 and M1 PAM parental 13.
Screening COCCNC(=O)C1CC(c2cccc(F)c2)=NO1 (configuration not stated) returned CHO-K1 Ca antag -9, TAAR1 antagonist 0, M1 ag parental 0.9, TAAR1 agonist 13, V1R ag counter 0.2, CHRM1 agonist 0, OXTR potentiate -1, CHO parental Ca -3 and M1 PAM parental 20.
`O=C1CC(N2CCN(c3ccc(F)cc3)CC2)C(=O)N1Cc1ccc(N2CCCC2=O)cc1` (configuration not stated) gave CHO-K1 Ca antag -4, TAAR1 antagonist -4, M1 ag parental 5.0, TAAR1 agonist 12, CHRM1 agonist 2 and M1 PAM parental 9.
`O=C1C2CCCN2C(=S)N1c1ccccc1` (configuration not stated) gave CHO-K1 Ca antag 1, TAAR1 antagonist 2, M1 ag parental -0.1, TAAR1 agonist 1, CHRM1 agonist -4 and M1 PAM parental -7.
Screening COC1CC(C)NC(=S)N1 (configuration not stated) returned CHO-K1 Ca antag -9, TAAR1 antagonist -19, M1 ag parental 0.1, TAAR1 agonist 1, V1R ag counter 0.3, CHRM1 agonist -3, OXTR potentiate -3, CHO parental Ca -6 and M1 PAM parental 16.
